Source: PubChem BioAssay (several laboratories)
MC4R ag barr = activates human MC4R beta-arrestin recruitment. P32245. U2OS MC4R beta-arrestin complementation, luminescence; percent of melanotan II response, DMSO zero. activation, % at 8.9 µM. 360,000 compounds, 0.98% hits. AID 540308;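 active means activation above a per-plate cutoff, the mean activation of sample wells on that plate plus 3 SD, cut at about 8% in these data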
Target sequence (P32245 whole entry, looked up): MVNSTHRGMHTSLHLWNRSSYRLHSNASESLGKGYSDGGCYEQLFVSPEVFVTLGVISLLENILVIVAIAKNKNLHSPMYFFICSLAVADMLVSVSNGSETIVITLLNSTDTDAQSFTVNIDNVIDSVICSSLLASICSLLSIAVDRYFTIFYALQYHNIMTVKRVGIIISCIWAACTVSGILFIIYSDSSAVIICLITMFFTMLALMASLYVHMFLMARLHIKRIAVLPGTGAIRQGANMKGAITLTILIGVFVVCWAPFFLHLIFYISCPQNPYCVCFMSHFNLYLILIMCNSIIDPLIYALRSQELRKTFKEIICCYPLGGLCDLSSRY
m5-HT2A agonist = agonists of mouse serotonin 5-HT2A receptor (HTR2A); CHO-K1 mHTR2A beta-arrestin complementation, luminescence; percent of 30 µM serotonin response; activation, % at 7.6 µM; 360,000 compounds, 0.66% hits; AID 624169;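 active means activation above a run cutoff, the mean activation of all tested compounds plus 3 SD, cut at about 14% in these data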;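 further: 0% = plate median of compound wells and 100% = 30 µM serotonin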
Target sequence (P35363 whole entry, looked up): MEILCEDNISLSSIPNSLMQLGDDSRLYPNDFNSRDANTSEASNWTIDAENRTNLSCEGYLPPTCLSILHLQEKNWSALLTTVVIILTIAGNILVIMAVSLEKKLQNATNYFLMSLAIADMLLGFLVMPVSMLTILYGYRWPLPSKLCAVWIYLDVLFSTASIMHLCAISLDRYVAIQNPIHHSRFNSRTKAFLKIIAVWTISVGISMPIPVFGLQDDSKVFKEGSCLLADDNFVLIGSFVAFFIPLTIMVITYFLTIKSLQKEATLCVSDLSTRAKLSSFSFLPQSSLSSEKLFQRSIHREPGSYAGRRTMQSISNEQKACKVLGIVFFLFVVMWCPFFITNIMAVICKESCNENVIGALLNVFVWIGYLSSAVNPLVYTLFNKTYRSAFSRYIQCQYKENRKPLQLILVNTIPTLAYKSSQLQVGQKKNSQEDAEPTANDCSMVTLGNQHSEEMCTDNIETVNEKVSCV
Granule exo inh = blocks lytic granule exocytosis; TALL-104 LAMP-1 surface exposure, flow cytometry; cells stimulated with thapsigargin and PMA; inhibition, % at 10 µM; 360,000 compounds, 0.66% hits;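 active means inhibition above about 55%, limit read from the data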
CaV13 ICDI inh = Primary screen for inhibitors of IQ motif and Ca2+-dependent inactivation inhibitor domain binding in CACNA1D, Förster resonance energy transfer in living cells, …. HEK cells, CFP/YFP FRET ICDI-IQ, plate reader, 10 min; percent FRET-ratio fall versus neutral wells. inhibition, % at 12.3 µM. 340,000 compounds, 0.098% hits. AID 743397;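 active means mean replicate inhibition of at least 30% and at least 1% of replicates passing that level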;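 further: 0% = median of the neutral control wells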
Cardio protect = myocardial damage modulation in H9c2 cells | H9c2 cardiomyocytes, H2O2 injury protection, ATPLite, 2 h | protection from H2O2 cell death, % at 20 µM | 360,000 compounds, 0.63% hits;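 active means compounds giving at least 50% protection of heart cells from peroxide-induced death in the single-dose screen, raw or plate-pattern-corrected value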;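 further: 0% = DMSO wells with peroxide and 100% = DMSO wells without peroxide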
Glyco luc inh = N-linked glycosylation inhibition | D54 ERlucT glycosylation luciferase reporter, 24 h; percent of 100 nM tunicamycin response | reporter increase, % at 12.5 µM | 360,000 compounds, 0.23% hits | AID 588692;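 active means mean luciferase reporter signal, scaled so untreated is 0 and the glycosylation-blocking control 100, at or above a set limit in every replicate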;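 further: luciferase carries N-glycosylation sites so blocking glycosylation raises the light; 0% = median of neutral control wells and 100% = median of 100 nM tunicamycin wells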
ABHD5-PLIN5 inh = blocks binding of human ABHD5 to perilipin-5. Q00G26+Q8WTS1. Split G. princeps luciferase complementation, luminescence, 4 h. inhibition, % at 4 µM. 360,000 compounds, 0.78% hits. AID 602281;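 active means inhibition above the mean inhibition across every tested compound plus 3 SD, cut at about 22% in these data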;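 further: 0% = DMSO only wells and the 100% control is not disclosed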
MC4R antag cAMP = human MC4R antagonism in cAMP assay. inhibition, % at 6.5 µM. MC4R-expressing cells, MTII-stimulated cAMP, LANCE TR-FRET. 360,000 compounds, 0.48% hits. P32245;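 active means inhibition above its plate's cutoff, the mean of tested wells on that plate plus 3 SD, cut at about 29% in these data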;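 further: 0% = Melanotan II alone and 100% = Melanotan II plus saturating MCL0020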
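System – human MC4R-expressing U2OS cells · Also added – Melanotan II · Dosing – one concentration, 6.5 µM nominal · Timing – 30-min compound, 1-h challenge, 1-h detection, room temperature · Measured by – Eu-cAMP/anti-cAMP TR-FRET, emission 671 nm · Replicates – singlicate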
ABCB6 inh MLPCN = blocks the human ABCB6 transporter; Q9NP58; K562-ABCB6 porphyrin accumulation, flow cytometry, 1 h; active compounds read low; fluorescence ratio to DMSO, % at 10 µM; 360,000 compounds, 0.19% hits; AID 602162;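 active means fluorescence ratio to DMSO below 75%, the collection mean minus 3 SD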;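 further: signal is porphyrin accumulated inside mitochondria; 100% equals median channel fluorescence of DMSO control wells; lower ratio means ABCB6 inhibition with less porphyrin fluorescence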
PDI turbidity = inhibitors of human protein disulfide isomerase; P07237; PDI insulin aggregation turbidity, A650, 90 min; inhibition, % at 10 µM; 350,000 compounds, 0.052% hits;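 active means mean inhibition across replicates of 30% or more, whatever share of single replicates reach that level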;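 further: absorbance from insulin aggregation driven by PDI reduction with DTT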
* hit, by the source's call; . = no result given.

The line under a structure holds: MC4R ag barr	m5-HT2A agonist	Granule exo inh	CaV13 ICDI inh	Cardio protect	Glyco luc inh	ABHD5-PLIN5 inh	MC4R antag cAMP	ABCB6 inh MLPCN	PDI turbidity
> Cc1noc(C)c1C(=O)Nc1sc2c(c1C(N)=O)CCC2
 : 0.1	-2	4	-10	12	6	7	-7	94	-1
> Cc1ccc(/C=N/n2c(-c3ccncc3)n[nH]c2=S)cc1
 : 6.8	-2	3	0	2	0	3	7	89	4
> CC1(c2ccc(Cl)cc2)NC(=O)N(CC(=O)N2CCc3ccccc32)C1=O (configuration not stated)
 : -1.2	4	3	-3	-4	6	6	2	98	3
> Nc1ncnc2c1ncn2[C@@H]1O[C@H](C(=O)NCCCN2CCCC2=O)[C@@H](O)[C@H]1O
 : .	10	-3	-4	-3	-1	-1	.	97	.
> Cc1c(C(=O)NN)[nH]c2ccc([N+](=O)[O-])cc12
 : -0.3	-7	-3	-6	4	1	-1	0	99	12
> O=C(CNS(=O)(=O)c1ccccc1)N/N=C/c1ccncc1
 : -2.6	-2	-1	-5	5	-1	0	6	103	-8
> O=C(O)CC1(C(=O)O)CCCC1
 : -1.0	11	-7	-16	-1	2	2	5	98	14
> Clc1c(CSc2nc3ccccc3o2)nc2ccccn12
 : -0.3	-8	-1	.	-10	-12	-8	-3	96	4
> Cc1cnc(C(=O)Nc2ccccc2-c2ccc(C)o2)cn1
 : 1.6	-1	-5	.	10	9	5	13	100	-3
> Cc1coc2c1c(C)cc1oc(=O)c(CC(=O)NCC(=O)N[C@H](C(=O)O)C(C)C)c(C)c12
 : -2.1	4	-2	-4	10	1	-1	-3	97	-6
> CCn1ccnc1C(O)c1cccc2ccccc12 (configuration not stated)
 : -0.1	4	-1	-3	5	1	-5	-4	93	1
> COc1ccccc1OCCC(=O)Nc1nc(C)cs1
 : 0.8	-2	-3	-2	7	-1	1	18	94	6
> CN(C(=O)COC(=O)c1ccc(S(=O)(=O)N2CCOCC2)cc1)c1ccccc1
 : -1.1	-3	13	-6	-1	0	-5	2	103	-2
> O=C(COC(=O)C1(c2ccccc2)CC1)N1CCN(c2ccc(F)cc2)CC1
 : -0.8	-8	0	-5	2	-1	-3	-4	137	-2
> COc1ccc(NC(=O)C(c2ccccc2)N(C)C(=O)c2cnccn2)cc1 (configuration not stated)
 : -0.5	-3	1	-1	7	0	3	5	100	0
> O=c1oc(-c2ccc(Br)cc2)nc2ccccc12
 : 0.4	5	29	-1	-8	2	-19	9	101	10
> O=C(NC1CCCCCC1)c1ccc([N+](=O)[O-])s1
 : -4.1	-9	7	-15	-9	-5	1	14	103	-6
> CCOc1ccc2oc(C(=O)Nc3ccc(N4CCOCC4)cc3)c(C)c2c1
 : 9.3*	0	0	-5	29	0	3	-10	87	7
> Cc1cc(NC(=O)c2cc(-c3ccco3)on2)no1
 : -1.7	8	1	-7	5	9	1	1	101	-5
> CC(=O)N/C(=C\c1ccccc1)C(=O)OCc1ccc(C)cc1
 : -1.1	-1	-6	-7	2	2	0	13	98	-1
> N#C/C(C(=O)Oc1ccccc1)=C1\C=CC=CN1
 : -0.9	-1	-2	.	-3	-2	-2	6	100	6
> CCOC(=O)C1CCN(C(=O)C2CCN(S(=O)(=O)N3CCC4(CC3)OCCO4)CC2)CC1
 : -0.9	-2	-3	-6	2	0	-3	1	85	4
> O=C(N/N=C/c1ccc[nH]1)c1ccncc1
 : -0.4	-2	7	-5	-2	0	0	1	99	1
> O=C(c1ccccc1F)N(NC(=O)C(O)(c1ccccc1)c1ccccc1)c1ccccc1
 : 0.5	3	1	-5	2	1	6	2	96	1
> O=C(N/N=C/c1cn(-c2ccccc2)nc1-c1cc2ccccc2o1)c1ccccc1Br
 : 0.0	0	-4	-5	16	-3	-4	0	102	-1
> Cc1ccc2c(CN3CCN(CCO)CC3)cc(=O)oc2c1C
 : -1.5	0	0	-4	2	2	6	1	102	1
> O=C(COc1ccc(F)cc1)N(CC1=CCS(=O)(=O)C1)c1ccccc1
 : -1.3	0	1	.	4	0	-2	-3	96	-8
> CC(NC(=O)c1cc(-c2ccncc2)nc2ccc(Br)cc12)C1CCCO1 (configuration not stated)
 : -2.8	8	-6	-7	4	3	-1	9	97	-9
> O=C(CCC(=O)N1CCN(S(=O)(=O)c2ccccc2Cl)CC1)c1ccccc1
 : -2.2	2	2	-6	-7	-1	-8	-2	92	6
> FC(F)(F)c1cc(-c2cccs2)nc2ncnn12
 : -0.4	1	-2	-1	-8	0	0	-2	100	2
> Cc1nonc1C1CCCN1Cc1nc(-c2ccccc2Cl)oc1C (configuration not stated)
 : 0.1	-2	-2	-3	5	2	-9	-1	98	-5
> COC(=O)c1c(-c2ccc(C)cc2)csc1N
 : -1.2	-2	-7	-10	-9	-1	-12	-1	97	.
> Cc1cccc(C(=O)NC2CCN(CC(=O)N3CCOCC3)CC2)c1
 : -2.3	-4	1	-6	8	1	3	6	99	1
> CC(=O)c1ccc(NS(=O)(=O)c2ccc(-c3cnc(C4CC4)o3)cc2)cc1
 : -2.0	-3	0	.	-7	0	-2	1	99	2
> Cc1nc(NCc2ccco2)c2c3c(sc2n1)CCC3
 : -0.9	-4	-1	-1	-18	2	5	10	88	1
> Cc1ccc(C(=O)C(C)OC(=O)Cc2n[nH]c(=O)c3ccccc23)cc1C (configuration not stated)
 : -0.9	0	38	-2	13	2	-8	9	105	6
> CCc1ccc2nc(N(CCN(C)C)C(=O)c3ccc4ccccc4c3)sc2c1
 : -1.1	-6	-3	.	-5	-1	-3	0	103	0
> CO[C@@]12[C@@H]3N[C@@H]3CN1C1=C(C(=O)C(N)=C(C)C1=O)[C@@H]2COC(N)=O
 : -1.1	-2	-6	-5	10	-10	-5	-36	96	-1
> CCc1ccc(Cn2nnc(C(=O)Nc3cccc(C)c3)c2N)cc1
 : 1.7	-3	0	4	0	2	-4	0	98	.
> COc1ccc([N+](=O)[O-])cc1NC(=O)c1cn(-c2ccc(C)c(C)c2)c(=O)c2ccccc12
 : -0.8	0	-2	-14	2	-1	-9	8	103	-4
> COc1ccc(-c2c([C@H]3[C@H]4C=CC[C@@H](C)[C@@H]4C(=O)N3Cc3ccccc3)ccc3ccccc23)cc1
 : -1.2	-3	2	-6	-13	-12	2	-13	93	0
> CCOc1ccc(NC(=O)CN2CCN(CC(=O)Nc3ccc(F)c(F)c3)CC2)cc1
 : 1.2	-1	1	.	-9	0	5	19	96	0
> CN(Cc1ccccc1)c1nc2c(c(=O)[nH]c(=O)n2C)n1CCSc1nc2ccccc2[nH]1
 : 0.5	-5	-2	-1	5	2	4	-1	92	-8
> Cc1ccc(S(=O)(=O)N2CCC(C(=O)N3CCC3)CC2)cc1
 : -1.6	17*	-3	.	0	-2	12	5	96	17
> CCN(CC)C(=O)C[n+]1ccc(C(N)=O)cc1
 : -3.2	0	-1	5	-4	-1	-6	7	101	2
> CCOC(=O)c1sc(=NC(=O)c2ccc(OC(C)C)cc2)n(C)c1C
 : 0.1	0	-1	-2	-4	-4	-4	3	93	-3
> CCN(CC)S(=O)(=O)c1ccc(C)c(NC(=S)NC2CCCCC2)c1
 : -1.5	0	-3	-7	-8	-1	-6	1	101	8
> CCOC(=O)N1CCC(NC(=O)c2cnc3n(c2=O)CCS3)CC1
 : 1.4	-4	1	-5	15	-1	1	5	93	.
> Cc1cccc(NC(=O)c2ncn3c2C(=O)NC[C@H]3C)c1
 : -1.5	8	1	-3	-1	5	-8	2	96	5
> O=C(Cc1cccs1)NCc1cccc(CNC(=O)Cc2cccs2)c1
 : -1.8	1	8	-3	0	-1	4	8	92	-2

(list continues)
The line under a structure holds: MC4R ag barr	m5-HT2A agonist	Granule exo inh	CaV13 ICDI inh	Cardio protect	Glyco luc inh	ABHD5-PLIN5 inh	MC4R antag cAMP	ABCB6 inh MLPCN	PDI turbidity
> CCCCn1c(N)c(N(CCOC)C(=O)CSCc2c(C)noc2C)c(=O)[nH]c1=O
 : -2.2	-8	-2	.	10	1	-5	0	102	-1
> Cc1ccccc1NC(=O)Nc1nnc([C@@H]2C[C@H](O)[C@@H](CO)O2)s1
 : 1.4	1	-3	-4	10	0	2	6	99	-1
> COc1ccccc1N=C1SC(C(=O)Nc2cccc(Cl)c2Cl)C(N)=C1C(N)=O (configuration not stated)
 : -0.9	-2	0	-4	10	20	-4	6	100	-3
> COc1ccc(N2C(=O)[C@@H]3[C@H](C2=O)[C@H]2c4ccccc4C=CN2[C@@H]3C(C)=O)cc1
 : -0.9	-1	1	-3	-1	0	-5	3	92	6
> COC(=O)c1c(NC(=O)CC2Nc3ccccc3NC2=O)sc(C)c1C (configuration not stated)
 : 0.3	-1	8	-8	16	2	7	8	109	4
> COCCCN1C(=O)C(O)=C(C(=O)c2ccco2)C1c1ccc(Br)cc1 (configuration not stated)
 : 0.4	-3	-2	.	-6	2	-1	2	102	2
> CC(=O)Nc1ccc(SC[C@H](Cc2ccccc2)N2CC[C@@H](C)CCC2=O)cc1
 : -0.4	1	-3	-9	5	-2	-3	6	96	-4
> COc1cc(CNCCO)cc(Br)c1OCc1cccs1
 : -1.0	-2	3	-5	-6	-1	10	3	100	9
> O=c1[nH]nc(-c2cc(-c3ccccc3)nc3ccccc23)o1
 : 1.4	1	-1	-5	-10	-1	-6	-16	90	-37
